TDP1 cell noCPT – qHTS for Inhibitors of human tyrosyl-DNA phosphodiesterase 1 (TDP1): qHTS in cells in absence of CPT. DT40 Tdp1-/- hTDP1 cells, no CPT, ATP luminescence, 48 h. Potency, µM (series often up to 46.2 µM), without a hit: at the highest dose activity change, negative = growth inhibition, hits mostly inhibitors. hit rate 15% among 420,000. AID 686978, 2013; active = well fitted inhibition curve with a large enough effect; inconclusive = small, poorly fitted or top-dose-only effect; also: nearly all actives have a fitted effect of over 55% in size
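Luminescent ATP content (CellTiter-Glo) served as the growth readout. Knockout chicken DT40 cells expressing human TDP1 were exposed to compounds without camptothecin for a minimum 48 hr at 37 °C.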
Numbers without * were called inactive; ? = inconclusive. % is scaled to controls: 0 for no effect and ±100 for the full control effect; potency is read from the fitted curve at half-maximal effect. A portion of the library. The share of hits here may be higher or lower than overall.

SMILES | TDP1 cell noCPT
COc1ccc(NC(=O)C2CCCCN2S(=O)(=O)c2ccccc2)cc1S(=O)(=O)N1CCOCC1 (configuration not stated) | -6%
COc1cc(C(=O)N2CCN(S(=O)(=O)c3ccc(Cl)cc3)CC2)ccc1OCC(=O)N1CCOCC1 | 1%
COCCN1CCN(C(=O)c2cnn(-c3nccc(-c4ccco4)n3)c2C(C)C)CC1 | -3%
CCOC(=O)C1=CCN(S(=O)(=O)c2ccc(C)cc2)C1c1ccc(CC)cc1 (configuration not stated) | 18µM*
CC(C)CNC(=O)c1ccccc1C(=O)NC1(C(=O)NCC(C)C)CCCC1 | -20%
CC(C)(C)C(=O)N1CCN(c2ccc([N+](=O)[O-])cc2Cl)CC1 | ?
O=S(=O)(c1ccc(Br)cc1F)N1CCCCC1CCO (configuration not stated) | -7%
COc1ccc(S(=O)(=O)NC(=O)C2(C)CCN2C(=O)Cc2cc(C)cc(C)c2)cc1OC (configuration not stated) | 4%
COC(=O)[C@@]12C[C@@H](CC(=O)NCC3CCCCC3)C(=O)N(Cc3ccccc3)C1=CCC(C)(C)C2 | ?
CC[N+]1(C)CCC(O)(c2ccc(OC)cc2)C(C(=O)c2ccc(OC)cc2)C1 (configuration not stated) | 0.92µM*
CCOC(=O)c1cc2c(=O)n3ccccc3nc2n(Cc2ccc(Cl)cc2)c1=N | -6%
CCc1nnc(NS(=O)(=O)c2ccc(NC(=O)c3ccc([N+](=O)[O-])s3)cc2)s1 | -5%
COc1ccc(CCN2C(=O)CCC2(C)c2nnnn2-c2ccc3c(c2)OCCO3)cc1OC (configuration not stated) | ?
O=C1[C@H](Cc2ccccc2)NC/C=C\C[C@@H](c2ccco2)N1Cc1ccccc1 | 14µM*
O=c1nc2onnc2c(C=NO)[nH]1 | -12%
CC(C)C[C@@H](CN)NC(=O)c1nc[nH]c1C(=O)N[C@@H](C)C(=O)CNC[C@H](C)NC(=O)c1nc[nH]c1C(=O)N[C@@H](Cc1ccccc1)C(=O)O | 3%
O=C(NCC(F)(F)F)C1C(=O)Nc2ccccc2C(=O)N1Cc1ccccc1 (configuration not stated) | -6%
C/C(=C\c1ccco1)CN1CCOc2ccc(CN3CCC(Oc4cccnc4)CC3)cc2C1 | -33%
CC(C)C(=O)NCCc1nc(-c2ccccc2)no1 | -23%
COc1ccc(CCCNC(=O)C2(C)Cc3c(-c4ccc(C(N)=O)cc4)ccnc3O2)cc1 (configuration not stated) | ?
CN(C)c1ccc2c(=O)cc[nH]c2c1 | 4%
CC(C)C[C@H]1COCCS(=O)(=O)N1Cc1cccc(F)c1 | ?
CCCCCCCCCc1conc1C(=O)CP(=O)(OC)OC | ?
Cn1c(=O)c2c(-c3ccccc3)n(-c3ccccc3F)cc2n(C)c1=O | 13µM*
CCNC(=O)C1(C)CCCN(C(=O)c2nc(C)oc2C)C1 (configuration not stated) | -6%
CCOc1ccc(NC(=O)COc2cccc3cccnc23)cc1S(=O)(=O)N1CCCC1 | 15µM*
CCOc1ccc(NS(=O)(=O)c2ccc(NC(=O)c3ccccc3C(=O)O)cc2)cc1 | 0%
Cc1occc1C(=O)Nc1cccc(-c2nc(CNC(=O)c3ccc(N4CCCCC4)cc3)c(C)o2)c1 | 18µM*
O=C(Nc1ccc(F)c(F)c1)c1cnn2c1NC(=C1CC1)C=C2C(F)(F)F | -15%
Cc1c(NC(=O)Nc2ccc(Cl)c(Cl)c2)sc(=S)n1C | ?
Cc1ccccc1C(=O)NC(C)c1nnc2n1CCN(Cc1ccc(F)cc1)CC2 (configuration not stated) | -1%
O=C(NC(=O)c1c(F)cccc1F)Nc1cccc(Oc2ncc(Cl)cn2)c1 | 5.8µM*
Cc1ccc(-c2nnc(Nc3ccccc3)c3ccccc23)cc1S(=O)(=O)N1CCN(C)CC1 | ?
COc1cccc(S(=O)(=O)N(C)C[C@H]2OCc3cnnn3CCCC(=O)N([C@@H](C)CO)C[C@@H]2C)c1 | ?
CCCC(=O)N1CCC1(C)C(=O)Nc1ccc2scnc2c1 (configuration not stated) | -19%
CCCCCCn1cc(CN2CC(N(C)CCC)CS2(=O)=O)nn1 (configuration not stated) | 0%
COc1cc(-c2coc3c(C(=O)NCc4ccc(C(F)(F)F)cc4)cccc23)ccc1O | 21µM*
CCCCCCN1C[C@H](n2cc(COC(=O)c3ccccc3)nn2)[C@@H](O)C[C@@H]1c1ccc(OC)cc1 | ?
C=CCNc1ncnc2c1ncn2[C@H]1CN(Cc2cccc3ccccc23)C[C@@H](CO)O1 | ?
C[C@@H]1CN[C@H](CCO)/C1=C\c1ccccc1 | -28%
CCCCCCCCNS(=O)(=O)CCNC1CC1 | -20%
Cc1ccc(OCCC(=O)OCC(=O)NC2CCCCC2)cc1 | -1%
COc1ccc(CN2CCOc3ccc(CN4CCCCC4CO)cc3C2)c(OC)c1 (configuration not stated) | ?
Nc1c(C(=O)Nc2ccccc2F)sc2nc3c(cc12)CCCCCC3 | 3.7µM*
CC(=O)Oc1ccc(-c2cc3c(OC(C)=O)cc(OC(C)=O)cc3oc2=O)cc1 | -10%
COc1ccc(N2CC(C(=O)Nc3nnc(SCC(=O)Nc4ccc(NC(C)=O)cc4)s3)CC2=O)cc1 (configuration not stated) | 1%
CC(=O)c1c(C)n(S(=O)(=O)c2ccc(Cl)cc2)c2ccc(NS(=O)(=O)c3ccc(Cl)cc3)cc12 | 15µM*
CC1=CC(C)(C)NC(=S)N1CCO | -32%
C=CCCC1CN(CCCC)S(=O)(=O)c2c(F)cccc2O1 (configuration not stated) | ?
Cc1ccc(C)c(NC(=S)NCCN2CCOCC2)c1 | 2%

(continued)
SMILES | TDP1 cell noCPT
O=C(Nc1cccc(Oc2ccccc2)c1)C1Cc2c(-c3ccccc3)ccnc2O1 (configuration not stated) | ?
C[C@H](CO)N1C[C@H](C)[C@@H](CN(C)Cc2ccc(C(F)(F)F)cc2)OCc2cnnn2CCCC1=O | ?
NC(=O)c1ncn([C@@H]2O[C@H](CNCc3ccccc3OCc3ccc(Cl)cc3Cl)[C@@H](O)[C@H]2O)n1 | -18%
CC(C)NC(=O)N(C)C[C@H]1OCc2cnnn2CCCC(=O)N([C@@H](C)CO)C[C@H]1C | -6%
CCc1nc2c(OCc3ccc(C(F)(F)F)cc3)cccn2c1N(C)C(=O)c1ccc(OC)cc1 | 13µM*
O=C(NCc1ccccc1)C(c1ccc(-c2ccccc2)cc1)N1CCN(CCN2CCOCC2)CC1 (configuration not stated) | 21µM*
CC(=O)Nc1ccc2c(c1)C(=Nc1cccc(C)c1)c1ccccc1-2 | -14%
Cc1cc(C(=O)NCc2nc(-c3cccc(NC(=O)c4cc(C)oc4C)c3)oc2C)nc(C)n1 | 21µM*
O=C(NCCC(F)(F)F)C1Cc2c(-c3ccc(Cl)cc3)ccnc2O1 (configuration not stated) | ?
O=C(NNC(=O)c1cccc2ccccc12)c1cccc(Br)c1 | ?
CC(=O)NC(c1cccc(F)c1)c1nc(-c2cc3ccccc3o2)cs1 (configuration not stated) | 21µM*
CCCCN1CC(COc2ccccc2)Oc2cccc(F)c2S1(=O)=O (configuration not stated) | ?
CSc1ccc(CN2CCC(C)(Oc3ccc(C(C)=O)cc3)C2)cc1 (configuration not stated) | ?
O=C(O)c1cccc2c1C(=O)c1ccc(-c3ccc(F)cc3OCc3ccccc3)cc1S2(=O)=O | 3%
O=C(CSc1nnc(NC(=O)c2ccccc2[N+](=O)[O-])s1)NC1CCCC1 | 3%
COC(=O)C1CCN(Cc2ccc3c(c2)CN(C(=O)c2ccc4nc(C)c(C)nc4c2)CCO3)CC1 | -16%
CCOC(=O)/C=c1/s/c(=C/c2ccccc2OC)c(=O)n1CC(=O)N1CCOCC1 | -46%
CN=C1S/C(=C\c2cccn2-c2cccc(Br)c2)C(=O)N1C | -15%
CN1CCN(C(=O)c2ccc(-c3nn(C)c(=O)c4ccccc34)cc2)CC1 | -18%
O=C(O)C#CC(=O)O | -2%

Quoted from the entries so far (13 entries):
SMILES | TDP1 cell noCPT
CCc1nc2c(OCc3ccc(C(F)(F)F)cc3)cccn2c1N(C)C(=O)c1ccc(OC)cc1 | 13µM*
O=C(NCc1ccccc1)C(c1ccc(-c2ccccc2)cc1)N1CCN(CCN2CCOCC2)CC1 (configuration not stated) | 21µM*
CC(=O)Nc1ccc2c(c1)C(=Nc1cccc(C)c1)c1ccccc1-2 | -14%
Cc1cc(C(=O)NCc2nc(-c3cccc(NC(=O)c4cc(C)oc4C)c3)oc2C)nc(C)n1 | 21µM*
O=C(NCCC(F)(F)F)C1Cc2c(-c3ccc(Cl)cc3)ccnc2O1 (configuration not stated) | ?
O=C(NNC(=O)c1cccc2ccccc12)c1cccc(Br)c1 | ?
CC(=O)NC(c1cccc(F)c1)c1nc(-c2cc3ccccc3o2)cs1 (configuration not stated) | 21µM*
CCCCN1CC(COc2ccccc2)Oc2cccc(F)c2S1(=O)=O (configuration not stated) | ?
CSc1ccc(CN2CCC(C)(Oc3ccc(C(C)=O)cc3)C2)cc1 (configuration not stated) | ?
O=C(O)c1cccc2c1C(=O)c1ccc(-c3ccc(F)cc3OCc3ccccc3)cc1S2(=O)=O | 3%
O=C(CSc1nnc(NC(=O)c2ccccc2[N+](=O)[O-])s1)NC1CCCC1 | 3%
COC(=O)C1CCN(Cc2ccc3c(c2)CN(C(=O)c2ccc4nc(C)c(C)nc4c2)CCO3)CC1 | -16%
CCOC(=O)/C=c1/s/c(=C/c2ccccc2OC)c(=O)n1CC(=O)N1CCOCC1 | -46%

Following part:
SMILES | TDP1 cell noCPT
Cc1ccc(S(=O)(=O)NCC(=O)NCC(=O)NCCc2ccc(Cl)cc2)cc1C | ?
O=C(CC(=O)Nc1ccccc1)Nc1ccccc1 | -5%
C#Cc1ccc([C@@H]2C=C(C(=O)N3CCOCC3)O[C@H](OCc3ccc(CO)cc3)C2)cc1 | ?
COc1cccc(-c2nc(S(=O)(=O)c3ccc(C)cc3)c(N3CCCCC3)o2)c1 | 18µM*
O=C(NC1CC1)c1ccc2sc([C@@H]3O[C@H](CO)[C@H](O)[C@H](O)[C@H]3O)nc2c1 | 3%
C=CCN(CC=C)Cc1cc(=O)oc2cc(OC)ccc12 | ?
COc1ccccc1CC(=O)N1CCN(c2ccc(F)cc2)CC1 | ?
COc1ccc(C(=O)N(Cc2cc3cccc(C)c3nc2N(C)C)CC2CCCO2)cc1 (configuration not stated) | -4%
O=C(c1ccoc1)N1CCN(c2cc(-c3ccncc3)nc3cc(-c4cccc(Cl)c4)nn23)CC1 | 5.8µM*
Cc1ccc(S(=O)(=O)NNC(=O)c2ccc(C(=O)N(c3ccccc3)c3ccccc3)cc2)cc1 | 11µM*
CC1=C(C(=O)N(C)C)CC(CC(=O)NC2CCCCC2)C(=O)N1Cc1ccc(C(C)(C)C)cc1 (configuration not stated) | ?
CCCCNC(=O)C1C(c2ccccc2)=Nc2ccccc2N1C(=O)c1ccc(C(F)(F)F)cc1 (configuration not stated) | 15µM*
COCC(=O)N(C)[C@H]1C[C@H]2c3cc(Oc4ccccc4C)ccc3CCN2C(=O)[C@H]1[C@H](C)O | ?
COc1ccc(N=C2c3ccccc3-c3ccc([N+](=O)[O-])cc32)cc1 | -14%
CC(C)(C)c1ccc(S(=O)(=O)NC(=O)C2(C)CCN2C(=O)CC2CCCC2)cc1 (configuration not stated) | -3%
CN(C)CCCNC(=O)c1cccc(-c2ccc3nccn3c2)c1 | -7%
Cc1sc(N=Nc2ccc(N(C)C)cc2)[n+]([O-])c1C | ?
Cc1cc(=O)[nH]c(NC(=O)Cc2ccccc2)n1 | 5%
CCOC(=O)c1ccc(NC(=S)P(=O)(c2ccccc2)c2ccccc2)cc1 | ?
Cn1c(NCc2ccccc2F)nc2cc(-c3ccccc3)sc2c1=O | 21µM*
CCOc1cc(OCC)cc(C(=O)N2CCC[C@@H]2C(=O)N2CCC[C@H]2C(=O)NCc2ccncc2)c1 | -20%
Cc1ccc(S(=O)(=O)N2C[C@H]3N(C(=O)OC(C)C)N(C(=O)OC(C)C)C[C@H](OC(=O)NCC4CCCCC4)[C@@]3(O)C2)cc1 | 26µM*
ON=C1CCC2CCCCC2C1 (configuration not stated) | -12%
COc1cccc2c(O)c(-c3ccccc3)c(=O)[nH]c12 | 4%
CCCS(=O)(=O)NC(=O)C1(C)CCN(C(=O)Cc2ccc(F)cc2)C1 (configuration not stated) | 7%
CC(=O)Nc1ccccc1-c1ccccc1[N+](=O)[O-] | -10%
Cc1ccc2c(c1)sc1nncn12 | 5%
CC(C)(C)OC(=O)N1CCC(C(=O)Nc2ccc(C(=O)N3CCCCC3)cc2)CC1 | -22%
O=[N+]([O-])c1ccc(COc2ccc(CN3CCCC3)cc2)cc1 | 18µM*
CCOC(=O)CCCCCC(=O)Nc1ccc2c(c1)C(=O)N([C@@H](C)CO)C[C@@H](C)[C@H](CN(C)C(=O)c1ccncc1)OCCCC[C@H](C)O2 | -1%
Cn1c(=O)c2c(nc(CN3CCc4ccccc4C3)n2Cc2ccc(F)cc2)n(C)c1=O | 18µM*
CC1(CN2CCCC2)CCC(NC(=O)C(c2ccccc2)c2ccccc2)C(C)(C)O1 (configuration not stated) | ?
Cc1ccc(C(=O)N2CCC3CC2c2cc(-c4ccc5c(c4)OCO5)ccc23)cc1 (configuration not stated) | 13µM*
CCSc1nnc2c(n1)OC(c1sccc1C)N(C(C)=O)c1ccccc1-2 (configuration not stated) | 13µM*
CCNC(=O)C1CCCN(C(=O)c2cccc(OC(F)(F)F)c2)CC1 (configuration not stated) | ?
Cc1ccc(C(=O)CSc2nc(-c3ccccc3)nc3c2CCCC3)c(C)c1 | ?
COc1ccccc1-c1csc(C(C)(O)c2ccccc2)n1 (configuration not stated) | ?
CCOc1cc2c(cc1OCC)C(c1ccc(F)cc1)NCC2 (configuration not stated) | ?
Cc1ccc(S(=O)(=O)Nc2c(C)n(C)n(-c3ccccc3)c2=O)cc1C(=O)NCc1ccco1 | ?
CC(C)NC(=O)C1Cc2c(-c3ccc4c(c3)OCO4)ccnc2O1 (configuration not stated) | ?

Assay outcomes deposited in PubChem BioAssay by National Center for Advancing Translational Sciences (NCATS).
